# From PubChem BioAssay
# CF NFkB inh – blocks PAF-induced NF-kB reporter in cystic fibrosis cells; KKLEB NF-kB-GFP reporter, GFP fluorescence overnight; inhibition, % at 5 µM; hit rate 0.86% among 360,000;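 active = at least 50% inhibition at 5 µM, scaled per plate between neutral and stimulator controls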;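 note: PAF is a Pseudomonas aeruginosa culture filtrate used as stimulus; plate controls were PAF-stimulated DMSO wells for no effect and unstimulated DMSO wells for full effect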
# NCOA1 inh – inhibitors of human steroid receptor coactivator 1 (SRC1); HEK293 GAL4-SRC1 luciferase reporter, luminescence; AID 588354; inhibition, % at 3.6 µM; hit rate 0.12% among 360,000;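 active = inhibition above the campaign mean plus 3 SD, with each screening campaign given its own cutoff, cut at about 60% in these data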;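 note: 0% = DMSO treated cells and 100% = gossypol at 36 µM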
# EBV LMP1 NFkB – inhibitors of Epstein-Barr LMP1-induced NF-kappaB reporter; LMP1-induced NF-kappaB luciferase reporter cells, luminescence; hit rate 0.69% among 350,000; inhibition, % at 12.5 µM; in the data active = inhibition above about 41%;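 note: 0% = neutral control wells and 100% = reference inhibitor control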
# TRAIL sens C8 – sensitizes caspase-8 expressing cells to TRAIL | hit rate 1% among 360,000 | inhibition (viability loss, TRAIL sensitization), % at 10 µM | NB7+C8 cells + TRAIL, ATPlite viability luminescence;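 active = compounds causing at least 50% loss of cell viability in the single-dose screen, relative to plate controls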
# TROY signal inh – blocks TROY-dependent signaling in reporter cells; Q293 LMP1-TROYcd NF-kB luciferase reporter, 4 h; inhibition, % at 10 µM; hit rate 0.98% among 360,000; AID 1347056;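 active = compounds whose plate-normalised and pattern-corrected inhibition of the luciferase reporter signal at the single screening dose is 50% or more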
# KKLEB cytotox – CF airway cell cytotoxicity counter-screen; KKLEB CF airway cells viability, ATPlite luminescence, overnight; active compounds read low; cells stimulated with P. aeruginosa culture filtrate; AID 602141; activity change (cytotoxicity), % at 5 µM; hit rate 0.36% among 360,000;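 active = corrected activity change at or below -50% at 5 µM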
# COUP-TFII inh – NR2F2 (human) inhibition, primary screen; P24468; inhibition, % at 8.6 µM; HEK293T NGFI-A luciferase reporter, luminescence; hit rate 0.7% among 370,000;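 active = inhibition above a per-plate cutoff, mean inhibition of test wells between control levels plus 3 SD, cut at about 38% in these data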;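 note: cells cotransfected with COUP-TFII expression vector driving the NGFI-A reporter; 0% = median of COUP-TF2 test wells and 100% = reporter-only cells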
# Target sequence (P24468 whole entry, looked up): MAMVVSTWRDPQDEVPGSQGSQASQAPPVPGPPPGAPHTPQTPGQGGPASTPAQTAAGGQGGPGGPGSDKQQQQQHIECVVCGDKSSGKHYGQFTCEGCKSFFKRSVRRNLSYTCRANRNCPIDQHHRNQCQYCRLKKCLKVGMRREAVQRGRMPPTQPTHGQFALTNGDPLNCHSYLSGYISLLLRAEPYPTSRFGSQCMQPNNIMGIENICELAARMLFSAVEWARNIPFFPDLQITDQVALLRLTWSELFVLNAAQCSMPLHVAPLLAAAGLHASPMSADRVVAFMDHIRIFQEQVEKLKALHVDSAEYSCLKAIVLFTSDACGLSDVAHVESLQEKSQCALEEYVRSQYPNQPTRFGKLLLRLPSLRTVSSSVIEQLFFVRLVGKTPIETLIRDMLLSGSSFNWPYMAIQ
# Shn3 inh set2 – Schnurri-3 reporter inhibition in Clone20 osteoblasts | Clone20 osteoblast Shn3 3'UTR firefly luciferase, 24 h | inhibition, % at 12.5 µM | hit rate 0.52% among 360,000 | AID 588674;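 active = mean inhibition of at least 75% with every replicate also reaching 75%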;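 note: 0% = median of neutral control wells and 100% = pilot-screen positive control compound; some compounds past the cut are filed as inactive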
# NR5A2 inv ag – inverse agonists of human LRH-1 (NR5A2) | O00482 | HEK293T StAR-luciferase reporter, LRH-1 transfected, 24 h | inhibition, % at 3.6 µM | hit rate 0.13% among 360,000 | AID 602396;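 active = inhibition above the mean inhibition of all tested compounds plus 3 SD, cut at about 73% in these data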;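 note: 0% = DMSO wells and 100% = reporter-only cells lacking LRH-1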
# Target sequence (O00482 whole entry, looked up): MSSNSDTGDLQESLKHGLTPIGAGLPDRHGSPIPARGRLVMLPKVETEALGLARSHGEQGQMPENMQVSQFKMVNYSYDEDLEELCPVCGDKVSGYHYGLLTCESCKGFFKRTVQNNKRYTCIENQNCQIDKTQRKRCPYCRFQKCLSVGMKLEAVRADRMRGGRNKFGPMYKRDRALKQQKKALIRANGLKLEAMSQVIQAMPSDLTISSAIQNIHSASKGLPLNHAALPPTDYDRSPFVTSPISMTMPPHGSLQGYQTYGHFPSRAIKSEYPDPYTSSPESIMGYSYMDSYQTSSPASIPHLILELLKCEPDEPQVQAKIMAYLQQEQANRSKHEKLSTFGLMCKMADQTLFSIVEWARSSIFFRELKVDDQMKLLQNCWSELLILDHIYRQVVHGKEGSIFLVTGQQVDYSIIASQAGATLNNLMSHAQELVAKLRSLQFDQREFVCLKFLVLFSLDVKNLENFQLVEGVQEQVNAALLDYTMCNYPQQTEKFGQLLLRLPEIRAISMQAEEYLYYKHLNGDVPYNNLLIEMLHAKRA
# TWEAK Fn14 block – inhibitors of TWEAK-Fn14 interaction signaling; TWEAK-stimulated Fn14 reporter cells, luciferase luminescence, 8 h; inhibition, % at 10 µM; hit rate 2% among 360,000; AID 1159606; in the data active = inhibition above about 50%
# NCOA3 inh – inhibits human SRC3 coactivator; Q9Y6Q9; hit rate 0.17% among 360,000; AID 588352; HEK293 GAL4-SRC3 luciferase reporter, luminescence; inhibition, % at 3.6 µM;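 active = inhibition above a per-campaign cutoff, the mean of all compounds plus 3 SD, cut at about 60% in these data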;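 note: 0% = DMSO-treated cells and 100% = gossypol-treated cells at 36 µM; higher means less SRC3-driven luciferase light from the GAL4 reporter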
# Starred values were filed as active, the others as inactive; nt = not tested or not shown.
SMILES,CF NFkB inh,NCOA1 inh,EBV LMP1 NFkB,TRAIL sens C8,TROY signal inh,KKLEB cytotox,COUP-TFII inh,Shn3 inh set2,NR5A2 inv ag,TWEAK Fn14 block,NCOA3 inh
COc1ccc2[nH]c3c(c2c1)CCN1C(=O)C(CC(=O)NCCC2=CCCCC2)C[C@H](C(=O)N2CCOCC2)[C@@]31C (stereo partly drawn),4,6,-5,0,-2,-1,1,-4,-6,6,6
Cc1cc(OCC(=O)Nn2cnnc2)c(C)cc1Br,-5,-25,-19,-3,nt,4,2,-13,13,14,-13
O=C(NN1CC(=O)N(c2cc(Cl)cc(Cl)c2)CC1=O)c1sccc1Cl,2,-15,-6,2,-6,-14,17,1,2,10,10
O=[N+]([O-])c1ccc(Sc2ccc(Cl)c(Cl)c2)nc1,-8,7,-1,-4,-17,-29,-12,-18,6,46,14
CCOC(=O)c1c(C)[nH]c(N=Nc2ccc(C)cc2)c1C,-7,-89,-46,12,-31,16,-57,-75,-137,-11,-66
Cc1ccc2c(c1)CCCN2C(=O)c1ccncc1,-1,7,-9,-11,12,-22,5,11,-10,5,7
O=C1O/C(=C\C(=O)N2CCOCC2)c2ccccc21,-5,6,-3,-1,-3,4,10,6,21,-21,24
O=C(CCN1CCCCO1)N1CCCC(Nc2ccc(F)cc2)C1 (stereo not drawn),17,4,-11,-11,-10,-6,0,-14,1,-19,16
CCOc1ccc(C(=S)N2CCCC2)c(OCC)c1,5,-66,-5,-4,16,-12,-21,21,-10,5,2
CCOc1ccc(-n2c(C)cc(C(=O)CCl)c2C)cc1,41,2,5,53*,3,-27,11,77,32,4,9
CCc1ccccc1S(=O)(=O)Cc1ccc(C(=O)N2CCN(c3ccccc3OC)CC2)o1,3,6,25,9,18,6,17,16,-18,8,16
NC(=O)CN(C/C=C/c1ccccc1)C/C=C/c1ccccc1,18,-19,8,-22,14,0,0,-17,-24,8,0
Cc1cc(O)c2c(c1)C(=O)[C@@]13Oc4c5c(c(O)c6c(O)cc(C)cc46)C(=O)C[C@H](O)[C@H]5[C@@H]1[C@@H](O)CC(=O)C3=C2O,-42,-7,-31,-3,-8,-11,nt,2,-19,-32,2
O=C1c2ccccc2C(=O)C1(CO)c1ccccc1,3,-22,-3,3,-13,-1,-11,-43,1,-3,-17
CN1CCc2c(n(CC(O)CNCc3ccccc3)c3ccccc23)C1=O (stereo not drawn),-2,-14,-6,-1,3,-2,12,40,25,0,-6
COC(=O)C[C@H]1C[C@H]2c3cc(NC(=O)C4CCC4)ccc3O[C@H]2[C@H](CO)O1,-3,-11,-5,11,-2,-8,-8,6,0,3,-3
CCOC(=O)c1ccc(NC(=O)Nc2ccon2)cc1,50,-49,11,13,6,-12,-85,-37,-42,20,-28
CCCc1cc(=O)[nH]c(SCC(=O)Nc2ccc(Cl)c(S(=O)(=O)N3CCOCC3)c2)n1,3,-9,-3,-4,-7,5,-14,6,-13,-14,4
O=C(NCC1CCCO1)C(C(=O)c1ccc(F)cc1)n1ccccc1=O (stereo not drawn),5,10,6,5,6,-24,-15,2,10,10,-13
Cc1csc(NC(=O)CSc2nnc(Cn3c(=O)sc4ccccc43)n2-c2ccccc2)n1,-1,-3,-9,-4,-3,1,18,-3,-2,21,-9
COC(=O)N(C)C[C@H]1OCc2cnnn2CCCC(=O)N([C@@H](C)CO)C[C@H]1C,13,5,3,-1,2,-7,-30,3,-3,-6,4
Cc1nc(C(=O)NCc2ccccc2)sc1C1(C)CC(c2cccnc2)=NO1 (stereo not drawn),18,-4,5,1,21,-26,38*,21,9,-4,-11
Cc1cccc(CC(=O)Nc2cccnc2)c1,7,4,-6,10,-4,-1,16,-3,-9,103*,4
O=S(=O)(NCc1ccccc1)NCc1cccc(C(F)(F)F)c1,-18,-1,4,1,-10,13,-5,4,-32,-5,0
CCOc1c(Cl)cc(/C=N/NC(N)=S)cc1OC,0,-16,5,-1,13,7,17,0,31,52*,2
# Continued.
SMILES,CF NFkB inh,NCOA1 inh,EBV LMP1 NFkB,TRAIL sens C8,TROY signal inh,KKLEB cytotox,COUP-TFII inh,Shn3 inh set2,NR5A2 inv ag,TWEAK Fn14 block,NCOA3 inh
CN1CCN(C(=O)Nc2ccccc2)CC1,0,-2,2,-5,1,-8,9,3,4,5,3
COc1ccc(CCC(=O)N2CCN(c3ccccc3)CC2)cc1OC,3,-17,0,-22,-3,-3,5,-25,-5,-4,1
COc1ccc([C@@H]2C[C@H]3[C@@H](CN2S(=O)(=O)c2ccccc2)C(=O)C[C@@H](c2ccc(OC)cc2)N3S(=O)(=O)c2ccccc2)cc1,7,-1,nt,3,0,0,1,10,-4,-13,1
CCCCN(C(=O)CSc1nc2ccccc2n1CC)C1CCS(=O)(=O)C1 (stereo not drawn),15,0,-3,-32,-18,8,-7,13,3,0,-7
CCc1ccc(NC(=O)CCn2nc(C)c(S(=O)(=O)N3CCCCC3)c2C)cc1,-4,4,-9,1,1,8,8,3,6,0,1
CC(C)(CNS(=O)(=O)c1ccc2c(c1)OCCO2)N1CCOCC1,13,-24,1,-8,13,2,8,0,-5,9,4
CC(C)(C)Cc1nnc(NS(C)(=O)=O)s1,-5,-8,-6,11,-5,15,-11,-2,5,-22,23
COc1cccc(CNC(=O)c2cccc(Br)c2)c1,-13,5,-5,-14,-17,5,6,1,0,-12,4
Cc1ccc(C(C)C)cc1OCC(=O)Nc1nnc(C2CC2)s1,12,-4,22,7,4,-7,0,17,3,-41,-108
Cc1ccc(S(=O)(=O)N(Cc2cccc(F)c2)C(=O)N2CCN(C)CC2)cc1,16,-39,0,-7,-15,0,nt,-7,-12,13,0
COc1ccc(NC(=O)CN(C)C(=O)/C=C/c2cn(-c3ccccc3)nc2-c2ccc(F)cc2)cc1,-19,5,16,-1,2,2,3,12,3,7,8
O=c1[nH]c2cc([N+](=O)[O-])c([N+](=O)[O-])cc2[nH]c1=O,5,15,-9,-3,16,7,4,5,-7,-13,1
COCCn1c(-c2ccc(F)cc2)nc2oc3cc(OC)ccc3c(=O)c2c1=O,-11,2,-3,-14,11,1,-14,0,9,9,1
Cc1cc(C(=O)Nc2ccccc2C#N)n(-c2ccccc2)n1,8,-19,-2,-8,-4,-6,11,-8,6,3,-12
O=C(COC(=O)c1ccc(F)cc1F)NCCC1=CCCCC1,-7,1,8,-14,-61,8,-1,-2,0,-14,11
O=C(CC1(O)C(=O)N(Cc2ccc3c(c2)OCO3)c2ccccc21)c1ccccc1 (stereo not drawn),6,-12,1,11,-1,-8,-5,19,-4,1,18
O=C(Nc1cc(S(=O)(=O)N2CCOCC2)ccc1O)c1ccc(S(=O)(=O)N2CCCCC2)cc1,8,-5,-1,-15,2,-10,2,-13,-6,0,3
C[C@H]1CN([C@@H](C)CO)C(=O)c2cccc(NC(=O)c3cnccn3)c2O[C@@H]1CN(C)C(=O)Nc1ccc2c(c1)OCO2,-7,-21,3,6,-17,-7,1,19,2,-8,-10
CCOc1ccc2cc(C#N)c(SCC(=O)N3CCOCC3)nc2c1,-8,-103,-29,-1,-9,4,-46,-79,-107,-14,-105
Cc1cc2nc(-c3ccc(C#N)cc3)c(Cc3cccc(F)c3)n2c(C)c1Br,44,-17,nt,-1,6,-36,-2,-14,-27,-4,-16
COc1ccc(NS(=O)(=O)c2ccc3c(c2)NC(=O)CO3)c(OC)c1,-9,6,-2,4,1,2,-11,-1,-1,10,-7
O=C(CCC(=O)c1cccs1)OCC(=O)N1CCN(C(=O)c2ccco2)CC1,-6,-8,-2,1,-11,9,-11,-17,5,1,10
O=C(NCC(F)(F)F)[C@H]1O[C@@H](n2ccc(=O)[nH]c2=O)[C@H](O)[C@@H]1O,-30,1,nt,5,3,-2,-9,-5,11,19,-4
CN(C)c1ccc(C(CNS(=O)(=O)c2ccc3ccccc3c2)c2c[nH]c3ccccc23)cc1 (stereo not drawn),-2,-57,-2,-7,-19,-6,-10,9,2,-12,-31
O=C(COC(=O)Cc1ccc(Br)cc1)Nc1ccc(N2CCOCC2)cc1,-9,4,-1,-19,21,-15,-12,9,-1,-7,21
# Next records follow:
SMILES,CF NFkB inh,NCOA1 inh,EBV LMP1 NFkB,TRAIL sens C8,TROY signal inh,KKLEB cytotox,COUP-TFII inh,Shn3 inh set2,NR5A2 inv ag,TWEAK Fn14 block,NCOA3 inh
CCN(Cc1ccccc1)C(=O)Cc1c[nH]c2ccccc12,8,-36,-2,1,16,-1,10,-12,20,23,1
O=C(COc1ccccc1Br)NC(=O)NC1CCCC1,2,-76,-34,-17,-84,-26,-26,-39,-53,-19,-60
CCN(CC)CCN1C(=O)/C(=C\c2ccc(Cl)c([N+](=O)[O-])c2)SC1=Nc1ccc(OC)cc1,99*,-14,30,89*,74*,-82*,-16,96*,24,99*,30
COc1ccc(OC)c(S(=O)(=O)Nc2ccc(F)cc2)c1,8,11,-15,-32,-7,-4,17,6,2,-8,5
Cc1ccc(Nc2nc(NCCO)c3ccccc3n2)cc1C,27,2,-1,27,6,-18,10,45,-16,-1,8
COC(=O)c1cc(OC)c(OC)cc1N1C(=O)CC(C)(C)CC1=O,5,-6,8,9,-10,-3,nt,11,7,8,17
CC(=O)c1ccc(NC(=S)Nc2ccc3cn[nH]c3c2)cc1,-4,-3,-9,-48,24,7,16,-4,-1,12,11
COC(=O)c1ccccc1NC(=O)Cn1c(-c2nonc2N)nc2ccccc21,34,-1,10,9,17,-20,nt,5,34,-40,-2
CN(C)c1ccc(C2CC(=O)C=C(Nc3ccccc3N)C2)cc1 (stereo not drawn),7,-54,nt,-2,37,6,-30,-1,-109,1,-57
COc1ccc(NC(=O)C[C@H]2C(=O)N(CCc3ccccc3)C[C@@H]2c2ccc(OC)cc2)cc1,3,-7,44*,2,-14,-12,-10,-8,2,-2,4
COc1ccc(-n2c(C)cc(C(=O)CSc3nnc(-c4cccs4)o3)c2C)cc1,-2,11,10,9,-15,-4,55*,81,10,31,8
CCO[C@@H]1OC(C(=O)Nc2ccccc2)=C[C@H](c2ccc(Br)cc2)[C@H]1CCCO,-2,3,-4,-1,-9,14,2,6,-21,-26,4
CCN1C[C@@H]2[C@@H]3C(=O)N(Cc4ccccc4)C(=O)[C@@H]3[C@](Cc3ccccc3)(C1=O)N2C(=O)c1ccc(Cl)c(Cl)c1,13,-19,6,-7,8,9,-3,37,-1,11,-2
CCC1CCCCN1CC(=O)c1c(C)[nH]c2cc(C)ccc12 (stereo not drawn),5,-23,nt,6,-5,-8,-2,12,8,-7,-25
Cc1ccc2nc(SCC(=O)c3cc(C)n(C)c3C)[nH]c2c1,-8,3,1,2,6,6,-4,-18,-5,8,-7
O=C(NCCCn1ccnc1)c1cnn2c1NC(c1ccccc1)CC2C(F)(F)F (stereo not drawn),3,-17,4,-3,12,-4,9,-6,-6,3,-15
Cn1c(CC(=O)Nc2ccccc2Cl)nnc1SCC(=O)Nc1nncs1,20,-5,2,7,1,-4,-8,3,12,29,13
CCOC(=O)CSc1nc2c(cnn2-c2ccc(Cl)cc2)c(=O)[nH]1,-19,-19,7,-7,-2,8,15,0,-12,14,-5
CC(C)c1ccc(N(CC(=O)NCCSC(C)(C)C)S(C)(=O)=O)cc1,-1,-43,-13,-1,-10,2,-20,-4,-17,-18,-16

# Some of the compounds tested; the hit share may differ from the screen's.
